Screens (PubChem)
NCI-60 one-dose screen, 48 h, at 10 µM unless noted. Numbers give growth in % (100 = growth as untreated, 0 = no growth, -100 = all killed).
RXF 393: RXF 393 renal cancer cells; AID 1794773; 6.9% of 77,000 active
OVCAR-8: OVCAR-8 ovarian cancer | 4.4% of 81,000 active | AID 1794782
OVCAR-3: OVCAR-3 ovarian cancer; 7% of 79,000 active
ACHN: ACHN renal cancer; 4.9% of 81,000 active; AID 1794771
A498: A498 renal cancer cells | 5.4% of 76,000 active | AID 1794774
OVCAR-5: OVCAR-5 ovarian cancer | 2.9% of 82,000 active | AID 1794783
CAKI-1: CAKI-1 renal cancer; 4.7% of 75,000 active
TK-10: TK-10 renal cancer cells. 3.9% of 81,000 active. AID 1794769
The depositor's hits bear a star; nt = not tested or not shown; & = joins results of further samples; [ ] = dose if it differs, or a comment. The calls were made as follows: active = growth percent below 10; inactive = the rest.

molecule	RXF 393	OVCAR-8	OVCAR-3	ACHN	A498	OVCAR-5	CAKI-1	TK-10
COc1cc(/C=N/NC(=O)CSc2nc3ccccc3c(=O)n2Cc2ccc(S(N)(=O)=O)cc2)ccc1O	98.1	101.7	108.5	102.6	nt	95.9	88.1	94.4
Cc1nc(NC(=S)Nc2ccc(F)cc2)sc1C(=O)NN	104.1	95.0	107.5	99.7	104.5	111.5	129.7	178.6
CCN(CC)CCCOc1ccc2c(c1)O/C(=C\c1cccc(OC)c1)C2=O	85.6	90.8	91.2	99.8	72.6	95.7	87.4	98.7
CSC(c1ccccc1)=[N+]1CCOCC1	109.1	98.9	110.8	100.1	108.9	106.5	97.4	94.9
CC(C)c1ccc(S(=O)(=O)NC2=CN3CC=CCC3CC2=O)cc1 (stereo not drawn)	104.7	108.7	100.6	102.9	122.0	97.3	95.0	99.7
COc1ccc(-c2cc3c(oc2=O)-c2ccccc2OC3O)cc1 (stereo not drawn)	112.5	110.9	118.4	94.8	105.9	108.7	90.8	110.8
CC(CCC(=O)O)C1CCC2C3CC(=O)C4CC(=O)CCC4(C)C3CCC12C (stereo not drawn)	113.7	91.8	107.8	115.9	56.7	106.8	103.6	95.9
COc1ccc(C(=O)Cn2cc(CNC(=O)c3ccc4ccc5ccc(C(=O)NCc6cn(CC(=O)c7ccc(OC)c(OC)c7)nn6)nc5c4n3)nn2)cc1OC	98.5	104.7	111.9	101.4	101.5	96.4	86.8	100.4
O=C(Nc1ccc(Cl)cc1)c1ccc(Cc2n[nH]c(=O)c3cccnc23)cc1	72.2	92.9	100.6	99.7	105.0	91.0	86.1	110.9
CN1N=C2c3cn(Cc4ccccc4)cc3CCC2C1=O (stereo not drawn)	118.5	109.4	112.2	102.8	126.7	nt	87.7	217.4
NC1=NC(c2ccccc2)CC(=O)N1 (stereo not drawn)	97.2	106.2	122.1	110.0	142.3	111.4	106.1	99.2
Cc1cc(N=O)c(C)cc1O	105.0	104.4	120.6	96.6	86.6	106.6	102.1	119.4
C/C(N)=C(\C#N)C(=O)c1ccccc1	97.5	102.9	112.5	104.7	91.5	97.9	106.6	106.0
CC1=CCC(OC(=O)C(C)(O)CCC(O)(C(=O)OC2(C)C=CC(O)(C(C)C)CC2)C(C)C)(C(C)C)CC1 (stereo not drawn)	98.5	105.3	108.2	111.0	nt	108.3	95.0	95.6
Nc1nn2c(-c3cc4cc(Br)ccc4oc3=O)ccnc2c1N=Nc1ccc(S(N)(=O)=O)cc1	87.1	79.0	103.2	95.7	149.4	112.3	81.0	114.4
Cc1nc(N)ncc1CCC1OCCO1	107.3	103.2	111.9	104.5	84.1	101.5	109.9	96.1
CCOC(=O)C1CCCN1C(=O)C1(NC(C)=O)CCCC1 (stereo not drawn)	109.9	103.3	102.7	117.3	nt	96.4	nt	107.2
CC(C)C[C@@H](/C=C/S(=O)(=O)c1ccccc1)NC(=O)[C@H](Cc1ccccc1)NC(=O)c1cnccn1	103.2	103.0	105.5	103.5	93.3	109.3	91.0	109.1
COc1cc(/C=C/C(=O)c2ccc(S(=O)(=O)NCCNc3nc(N(C)C)nc(N4CCOCC4)n3)cc2)cc(OC)c1OC	-100.0*	-49.5*	-42.2*	-100.0*	51.9	-33.1*	39.4	13.5
Clc1nc(Cl)c2c(ncn2C/C=C\Cn2cnc3c(Cl)nc(Cl)nc32)n1	nt	-83.0*	-98.9*	-100.0*	nt	-76.7*	-100.0*	-97.2*
CCCC(C)C1CCC(=O)CC1 (stereo not drawn)	97.8	101.0	107.1	103.1	107.9	103.9	nt	108.5
O=C1CSC2=N/C(=C\c3ccc(Cl)cc3)C(=O)N12	111.6	106.5	110.5	108.0	100.4	103.3	87.9	100.2
Brc1ccc(-n2cc(-c3nn[nH]n3)c(-c3cccs3)n2)cc1	104.6	98.8	105.1	89.4	81.5	100.2	91.1	103.8
NC(=O)Cn1nc(-c2ccc(Oc3ccc(-c4ccc(=O)n(CC(N)=O)n4)cc3)cc2)ccc1=O	117.2	102.2	110.4	108.1	85.2	100.6	nt	112.4
CSc1nccc(-c2c(-c3ccc(F)c(OCCc4ccccc4)c3)nc3sccn23)n1	79.6	92.9	nt	40.8	60.6	99.5	71.4	73.7
CC(=O)C(=O)c1ccc([N+](=O)[O-])cc1	116.0	100.7	116.4	105.3	87.4	107.7	109.2	101.9
CCNC(=O)c1ccc2c(c1)nc(-c1ccc(Cl)cc1)n2-c1cc(C(C)(C)C)[nH]n1	36.2	77.1	21.5	52.0	57.9	63.9	18.5	89.7
COc1cc(CNC(=O)C[C@H](C)CCC=C(C)C)ccc1OCc1cn(-c2ccccc2[N+](=O)[O-])nn1	55.9	48.6	80.3	80.8	107.8	95.6	48.6	113.6
CC(=O)OC1C=CN(C(C)=O)C(SC(C)(C)C)C1(C)O (stereo not drawn)	107.4	102.9	99.0	101.5	89.4	97.9	105.3	102.8
Cn1c(O)c(N=Nc2ccc(S(N)(=O)=O)cc2)c2ccccc21	108.3	105.6	114.9	106.5	116.2	107.3	92.7	98.7

The results go on.
molecule	RXF 393	OVCAR-8	OVCAR-3	ACHN	A498	OVCAR-5	CAKI-1	TK-10
Cn1c(/C=C(\C#N)c2ccc([N+](=O)[O-])cc2)nc2c(N3CCOCC3)nc(Cl)nc21	106.3	100.9	108.1	94.6	69.9	89.9	90.8	101.9
CC(=O)CC(=O)Nc1nccs1	122.7	100.9	118.5	111.2	124.7	118.5	102.8	105.7
COC(=O)/C=C(\C(=O)OC)C(C(=O)c1ccccc1)=P(c1ccccc1)(c1ccccc1)c1ccccc1	102.7&111.7	96.3&99.0	95.7&105.0	97.6&111.9	108.7&100.6	110.1&112.3	83.5&91.0	102.7&114.1
CCc1[nH]nc(-c2ccc(OC)cc2)c1-c1ccccc1OCCN(CC)CC	79.3	107.4	103.8	98.5	80.7	92.6	89.0	109.2
O=C(O)c1cc2ccccc2[nH]1	122.8	104.8	102.6	92.1	nt	103.7	95.6	93.6
O=C1Nc2ccc(Cl)cc2/C1=C/c1ccc(OCc2ccc(F)cc2)cc1	95.5	98.5	nt	102.5	nt	94.0	74.6	99.0
Clc1ccc(-c2cc(-c3ccc(Cl)cc3)cc(-c3ccc(Cl)cc3)c2)cc1	145.0	106.7	107.4	101.9	119.5	105.9	101.3	98.4
Cc1cc(C)c2c(c1)N1OC(C2)C[C@H]1/C=C/c1ccccc1 (stereo partly drawn)	115.3	101.6	116.3	111.8	99.9	99.0	85.6	107.9
c1ccc(-c2onc3ccc(-n4nncc4-c4cccs4)cc23)cc1	96.5	91.7	104.6	99.4	79.6	99.5	94.8	105.5
CC(=O)N1c2ccccc2-n2cccc2C1c1ccc2c(c1)OCO2 (stereo not drawn)	103.6	109.5	90.4	76.0	90.9	91.7	69.7	95.7
COc1ccc(S(=O)(=O)NCCCNc2cc(-c3c(-c4cccc(OC)c4)nc4sccn34)ccn2)cc1	56.0	38.5	52.1	33.2	36.7	86.3	32.0	73.4
C/C(=N\N)c1ccc(NC2=CC(=O)c3ccccc3C2=O)cc1	96.2	75.5	68.0	72.0	99.8	105.4	67.4	120.3
CN(C)CCN(Cc1cccs1)c1ccccn1	nt	110.1	126.9	nt	99.9	nt	91.0	128.2
O=C(NCc1ccco1)Nc1cccc2c(NC(=O)NCc3ccco3)cccc12	117.1[100 µM]	-73.4*[100 µM]	97.5[100 µM]	105.8[100 µM]	110.2[100 µM]	66.4[100 µM]	100.4[100 µM]	130.8[100 µM]
C=C(/C=C/c1ccc(OC)cc1)CC(=C)/C=C/c1ccc(OC)cc1	102.0	101.6	111.9	103.9	102.9	110.0	102.2	94.8
Cc1ccc(C(=O)Nc2cccc(C(F)(F)F)c2)cc1Nc1nc(-c2cnccn2)nc2c1cnn2C	78.0	77.3	97.9	53.0	53.9	39.2	48.9	nt
CCNc1nnc2n(-c3ccccc3)c(=O)c3cnn(-c4ccccc4)c3n12	117.6	85.0	100.7	106.2	97.0	102.2	89.6	80.4
CCN(CCO)c1cccc(C)c1	105.3	113.2	112.7	104.4	100.2	99.7	104.6	104.6
NC(=O)C1C2C(=O)N(c3ccc(Cl)cc3)C(=O)C2C2c3ccccc3C=NN12 (stereo not drawn)	86.9	100.1	105.4	101.5	93.5	92.0	81.2	107.8
O=C(O)/C=C/c1ccc2c(c1)CCC2	106.1	99.8	116.9	107.3	110.7	97.8	94.5	106.5
Cc1cc(CC(=O)O)n(C)c1C(=O)c1ccc(Cl)cc1	116.9	97.7	118.3	100.8	122.9	nt	96.0	108.3
COc1cc2nc(Cc3ccc(C)cc3)[nH]c(=O)c2cc1OC	nt	104.0	109.0	109.6	90.6	101.6	129.3	292.3
CC(=O)c1cnc(-c2ccccc2)nc1CBr	60.0	89.3	30.1	35.3	82.0	96.3	nt	79.0
O=C(Nc1nc2c(C(F)(F)F)cccc2s1)c1cc(Cl)ccc1O	-5.4*	6.2*	10.1	5.3*	-36.9*	29.3	nt	10.2
O=C(/C=C/C=C/c1csc(Br)n1)NO	95.2	85.7	nt	92.6	92.8	98.2	83.9	86.6
C/C(=N\O)[C@@H]1CC[C@]2(C(N)=O)CC[C@]3(C)[C@H](CC[C@@H]4[C@@]5(C)CC/C(=N/O)C(C)(C)[C@@H]5CC[C@]43C)[C@@H]12	112.2	89.4	92.2	91.5	104.5	96.5	58.5	84.7
C=CCn1c(SCC(=O)Nc2ccc(C(=O)/C=C/c3ccc(OC)cc3)cc2)nnc1-c1cc(-c2ccc(Cl)cc2)nc2ccccc12	97.8	95.5	101.2	95.3	73.0	98.0	69.5	112.6
CC(C)NCCCNC1=C(Cl)C(=O)c2ccccc2C1=O	118.9	56.9	40.8	81.1	88.1	138.4	66.7	113.9
O=C1CSC(=S)N1C1CCCCC1	114.6	101.1	107.7	115.1	97.0	112.5	104.0	99.7
COc1ccc(CC(C)=C(c2ccc(OCCCN(C)C)cc2)c2ccc(OCCCN(C)C)cc2)cc1	93.5	107.4	111.5	104.6	102.8	103.7	90.2	94.0

Following part.
molecule	RXF 393	OVCAR-8	OVCAR-3	ACHN	A498	OVCAR-5	CAKI-1	TK-10
c1ccc(Cc2nnc3sc(-c4csc5c4CCCC5)nn23)cc1	79.7	95.4	nt	97.3	87.0	93.3	96.6	111.7
COc1ccc(/C=C/C(=O)c2nnn(-c3ccc(F)cc3)c2C)cc1OC	90.3	91.1	94.3	87.2	nt	100.3	89.5	110.9
O=C(Nc1ccc(C(=O)CSc2nc3ccccc3[nH]2)cc1)Nc1ccc([N+](=O)[O-])cc1	94.0	91.0	81.4	81.7	40.5	101.5	67.4	104.2
CC(C)(C)c1cc(C2OC(N)=C(O)C2=O)cc(C(C)(C)C)c1O (stereo not drawn)	83.4	99.9	109.3	97.9	113.3	95.6	83.1	97.3
CCN1C/C(=C\c2ccc(Cl)cc2)C(=O)/C(=C/c2ccc(Cl)cc2)C1	108.4	87.1	105.7	104.7	91.0	113.3	94.9	109.1
COc1ccc(Cc2nc3sc4c(c3c(=O)[nH]2)CCC4)cc1OC	nt	90.4	95.3	90.6	165.8	90.4	84.7	98.1
COc1ccc2c(c1)O/C(=C\c1ccc(OCC(=O)Nc3nccs3)cc1)C2=O	112.6	88.6	107.6	101.7	115.8	109.9	97.2	118.9
Cc1nn(-c2cccc(Cl)c2)c(C)c1N=Nc1ccc(Br)cc1	109.6	97.4	111.8	92.0	83.0	94.1	86.7	90.1
CCOC(=O)c1c(C)nc2c(c1N)/C(=C/c1ccc(OC)cc1)C(=O)N2Cc1ccccc1	71.4	50.4	41.7	71.1	74.4	125.8	78.6	97.2
O=C1C=C(NS(=O)(=O)c2ccccc2)C(=O)c2ccccc21	100.5	115.2	113.7	89.0	78.6	113.9	nt	105.5
CN(C)c1ccc(Cc2cc(-c3ccc(Cl)c(Cl)c3)n[nH]c2=O)cc1	101.0	102.9	98.8	91.9	nt	94.2	66.3	161.0
O=C(Nc1ccc(OS(=O)(=O)c2ccc(C(F)(F)F)cc2)cc1)C1CCCCCCC1	104.4	101.1	99.7	106.8	93.2	110.0	84.9	118.9
O=[N+]([O-])c1ccc(/C=C(/C2=NCCN2)n2cnc3ccccc32)cc1	76.8	95.4	nt	99.9	nt	105.7	92.0	99.8
C/C(=N/O)c1ccc(N2C(=O)c3ccccc3C2=O)cc1	116.4	98.9	nt	106.1	114.2	100.3	98.4	102.9
C=C(C)CSc1ncnc2nc[nH]c12	nt	nt	104.8	109.8	89.7	107.3	125.9	122.6
CC(=O)n1nc(-c2ccc(C)cc2)cc1-c1ccccn1	112.2	104.9	109.1	105.7	101.1	98.6	108.8	nt
C=C1CC[C@H]2[C@@](C)(CCC(=O)[C@@]2(C)COC(C)=O)[C@@H]1COc1ccc2ccc(=O)oc2c1	90.2	99.2	113.9	102.4	93.7	109.0	87.3	93.0

A different layout for part of the listing above:
> CCOC(=O)c1c(C)nc2c(c1N)/C(=C/c1ccc(OC)cc1)C(=O)N2Cc1ccccc1
- RXF 393: 71.4
- OVCAR-8: 50.4
- OVCAR-3: 41.7
- ACHN: 71.1
- A498: 74.4
- OVCAR-5: 125.8
- CAKI-1: 78.6
- TK-10: 97.2

> O=[N+]([O-])c1ccc(/C=C(/C2=NCCN2)n2cnc3ccccc32)cc1
- RXF 393: 76.8
- OVCAR-8: 95.4
- OVCAR-3: nt
- ACHN: 99.9
- A498: nt
- OVCAR-5: 105.7
- CAKI-1: 92.0
- TK-10: 99.8

> C=C1CC[C@H]2[C@@](C)(CCC(=O)[C@@]2(C)COC(C)=O)[C@@H]1COc1ccc2ccc(=O)oc2c1
- RXF 393: 90.2
- OVCAR-8: 99.2
- OVCAR-3: 113.9
- ACHN: 102.4
- A498: 93.7
- OVCAR-5: 109.0
- CAKI-1: 87.3
- TK-10: 93.0

Some of the compounds tested; rates above refer to the full screens.
